CCT chaperon mod – High-Throughput Screening for Modulators of Cytosolic Chaperonin Activity; actives 0.3% (n = 360,000); purified chaperonin ATPase assay, HTRF ADP detection, 30 min; activity change, % (test concentration not listed), hits read low; AID 651819, 2012; in the data active = activity change below about -30%; also: % is scaled to controls: 0 for no effect and ±100 for the full control effect
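Enzyme 40 or 20 nM (batch-dependent) in Tris pH 7.4/KCl/MgCl2/DTT; cpd 76 uM single point; ATP 10 uM; 30 min 37 °C; Transcreener ADP HTRF detection, 30 min RT; ratio 665/615.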
Mm-Cpn inhibitor – Inhibitors of TCP-1 ring complex (TRiC) of Methanococcus maripaludis (MmCpn): qHTS; Chaperonin Mm-Cpn (Methanococcus maripaludis); purified Mm-Cpn ATPase, ADP Transcreener TR-FRET; Potency, µM (doses to about 76.9 µM), inactives show at the highest dose activity, negative = inhibition, usual class: inhibitors; actives 0.031% (n = 330,000); AID 504842, 2011; also: potency is read from the fitted curve at half-maximal effect; % is scaled to controls: 0 for no effect and ±100 for the full control effect; nearly all actives have a fitted effect of over 80% in size
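Compound-treated chaperonin, 25 nM final, turns over 10 uM ATP at 37°C for 30 min following a 10 min preincubation; ADP generated competes with ADP-d2 for Eu-cryptate antibody, lowering FRET.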
EPAC1 antagonist – qHTS for Antagonist of cAMP-regulated guanine nucleotide exchange factor 3 (EPAC1): primary screen. Rap guanine nucleotide exchange factor 3 (Homo sapiens), O95398. EPAC1 GEF assay, Rap1b-BODIPY-GDP exchange fluorescence. Potency, µM (titrated, usually from 115 µM), without a hit: at the highest dose activity change, negative = inhibition, hits mostly inhibitors. actives 0.14% (n = 360,000). AID 720709, 2013;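 also: potency is read from the fitted curve at half-maximal effect; plate controls were vehicle for no effect and positive control for full effect; nearly all actives have a fitted effect of over 50% in size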
EPAC1 ag – qHTS for Agonist of cAMP-regulated guanine nucleotide exchange factor 3 (EPAC1): primary screen; AID 720707, 2013; Potency, µM (top dose mostly 154 µM), inactives show top-dose activation, usual class: activators; actives 0.073% (n = 360,000); EPAC1 agonist qHTS, biochemical assay; response scale: 100% = response to 6.5 mM cAMP; also: potency is read from the fitted curve at half-maximal effect; nearly all actives have a fitted effect of over 60% in size
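Nucleotide exchange by EPAC1 (100 nM) on Rap1B–BODIPY-GDP (250 nM) in the presence of 50 uM GDP is tracked fluorescently at 480/540 nm over 30 min. Signals are normalized to a 6.5 mM cAMP control.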
WRN inhibitor – qHTS for Inhibitors of WRN Helicase; Bifunctional 3'-5' exonuclease/ATP-dependent helicase WRN (Homo sapiens), Q14191; WRN helicase unwinding, fluorescent forked duplex, kinetic; Potency, µM (titrated, usually from 114 µM), for inactives: at the highest dose activity change, negative = inhibition, most hits filed as inhibitors; actives 0.46% (n = 360,000); AID 651768, 2012; also: potency is read from the fitted curve at half-maximal effect; % is scaled to controls: 0 for no effect and ±100 for the full control effect; nearly all actives have a fitted effect of over 55% in size
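Fluorescence dequenching readout, ex 525 nm/em 598 nm, kinetic mode: forked duplex DNA (100 nM final) with adjacent fluorophore and quencher unwound by WRN (20 nM final) with 2 mM ATP. Compound preincubation 15 min, room temperature.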
EPAC2 antagonist – qHTS for Antagonist of cAMP-regulated guanine nucleotide exchange factor 2 (EPAC2): primary screen. Rap guanine nucleotide exchange factor 4 (Homo sapiens), Q8WZA2. Potency, µM (titrated, usually from 114 µM), without a hit: at the highest dose activity, negative = inhibition, hits mostly inhibitors. EPAC2 GEF exchange of Rap1B-BODIPY-GDP, fluorescence. AID 720708, 2013. actives 0.18% (n = 360,000); also: potency is read from the fitted curve at half-maximal effect; % is scaled to controls: 0 for no effect and ±100 for the full control effect; nearly all actives have a fitted effect of over 45% in size; many of its hits are not listed in these tables
PLK1 PBD inh – qHTS for Inhibitors of PLK1-PDB (polo-like kinase 1 - polo-box domain): Primary Screen | Potency, µM, for the others: max response, negative = inhibition, actives largely listed as inhibitors | Plk1 PBD binding of FITC phosphopeptide, fluorescence polarization | Serine/threonine-protein kinase PLK1 (Homo sapiens), P53350 | AID 720504, 2013 | actives 2.8% (n = 360,000); also: potency is read from the fitted curve at half-maximal effect; series mostly up to about 57 µM; % is scaled to controls: 0 for no effect and ±100 for the full control effect; nearly all actives have a fitted effect of over 65% in size
Target sequence (P53350 whole entry, looked up, the tested form may be a part): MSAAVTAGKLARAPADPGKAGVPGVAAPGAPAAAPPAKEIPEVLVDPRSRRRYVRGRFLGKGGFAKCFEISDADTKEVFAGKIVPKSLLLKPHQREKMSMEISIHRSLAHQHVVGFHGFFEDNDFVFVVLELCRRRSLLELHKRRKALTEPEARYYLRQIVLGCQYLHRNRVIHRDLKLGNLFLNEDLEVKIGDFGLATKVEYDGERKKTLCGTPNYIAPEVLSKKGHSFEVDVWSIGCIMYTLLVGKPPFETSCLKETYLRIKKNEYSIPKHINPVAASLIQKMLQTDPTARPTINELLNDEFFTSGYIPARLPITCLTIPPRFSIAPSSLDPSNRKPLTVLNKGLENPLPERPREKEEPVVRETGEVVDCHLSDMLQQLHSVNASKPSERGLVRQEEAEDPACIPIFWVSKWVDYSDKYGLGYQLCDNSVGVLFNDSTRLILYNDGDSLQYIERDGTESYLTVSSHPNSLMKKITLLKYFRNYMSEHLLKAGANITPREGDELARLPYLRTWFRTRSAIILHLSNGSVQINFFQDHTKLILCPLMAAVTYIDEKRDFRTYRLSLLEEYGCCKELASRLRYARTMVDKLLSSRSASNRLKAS
PI5P4K alpha inh – qHTS for Inhibitors of phosphatidylinositol 5-phosphate 4-kinase (PI5P4K); PI5P4Kalpha enzyme, ADP-Glo luminescence, 60 min; active compounds read low; max response, %; AID 652105, 2013; actives 1.2% (n = 330,000); active = max response of -50% or lower; inconclusive = between -30% and -50%; inactive = -30% or higher; also: value at the top dose of about 77 µM; % is scaled to controls: 0 for no effect and ±100 for the full control effect
Target sequence (P48426 whole entry, looked up): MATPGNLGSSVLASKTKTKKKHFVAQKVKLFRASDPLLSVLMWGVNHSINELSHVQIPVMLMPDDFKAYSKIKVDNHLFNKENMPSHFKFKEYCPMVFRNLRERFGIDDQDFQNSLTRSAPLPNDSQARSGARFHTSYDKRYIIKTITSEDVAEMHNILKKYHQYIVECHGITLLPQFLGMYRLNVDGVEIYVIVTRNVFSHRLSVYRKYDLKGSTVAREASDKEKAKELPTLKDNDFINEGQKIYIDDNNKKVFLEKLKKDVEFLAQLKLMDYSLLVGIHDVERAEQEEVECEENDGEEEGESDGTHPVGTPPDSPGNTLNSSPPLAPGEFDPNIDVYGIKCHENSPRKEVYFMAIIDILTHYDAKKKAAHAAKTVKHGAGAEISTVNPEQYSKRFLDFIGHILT
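Human PI5P4Kalpha with substrate in 0.038 M HEPES pH 7.4, 0.28 mM EGTA, 0.1% CHAPS, 5% DMSO; reaction started with 5 microM ATP (final), 60 min at room temperature. ADP formed read by ADP-Glo luminescence.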
* marks the source's active call; other numbers are inactive results; ? = inconclusive; . = not tested or not shown; & = joins results of further samples; [ ] = remark or other dose. Unless noted, calls follow the shape of the dose curve; as a rule, active = well fitted curve in the direction sought with a large enough effect; inconclusive = small, poorly fitted or top-dose-only effect, or another doubt; inactive = no such curve, though single readings can be large; an effect the other way counts as inactive or inconclusive.

canonical_smiles,CCT chaperon mod,Mm-Cpn inhibitor,EPAC1 antagonist,EPAC1 ag,WRN inhibitor,EPAC2 antagonist,PLK1 PBD inh,PI5P4K alpha inh
CC(C)CCN1CCC(C)(NC(=O)c2ccccc2)C1=O (stereo not drawn),-4.9,2%,-15%,-18%,4%,19%,-25%,-2
CCOC(=O)c1c(NC(=O)COC(=O)c2ccc([N+](=O)[O-])cc2)sc(C(=O)N(C)C)c1C,-6.6,1%,7%,8%,-2%,-19%,-1%,4
CCN(CCCNC(=O)CCNC(=O)Cn1ccc2ccccc2c1=O)c1ccccc1,4.3,-4%,-2%,4%,-10%,-5%,0%,2
C=C(C)Cn1c(SCC(=O)NCc2ccco2)nc2sc3c(c2c1=O)CCC3,0.1,-26%,5%,-10%,-18%,-4%,-9%,-17
O=C(Cn1c(=O)n(Cc2ccc3c(c2)OCO3)c(=O)c2ccccc21)N1CCCc2ccccc21,0.2,-3%,-20%,22%,-2%,6%,10%&4%&-3%,2
CCOc1ccc(C2C=C(c3ccc(C)cc3)Nc3nnnn32)cc1 (stereo not drawn),-1.5,-1%,10%,13%,-14%,-12%,27µM*,-12
O=c1c(=O)n2c(nn1Cc1ccc(F)cc1)sc1ccccc12,-0.6,2%,5%,5%,-27%,1%,-3%,-7
CC(OC(=O)c1nsc(Cl)c1Cl)C(=O)NCc1ccco1 (stereo not drawn),-3.8,0%,6%,18%,-16%,-4%,-8%,.
COC(=O)c1cc2c(s1)-c1ccc(OC)cc1CC2,-1.5,-10%,-11%,0%,-3%,-7%,-17%,11
CC(C)c1ccc(-c2nn(-c3ccccc3)cc2C(=O)NCC2CCCO2)cc1 (stereo not drawn),-0.2,-1%,-11%,1%,-9%,-16%,3%,13
CN(C(=S)Nc1ccc(SC(F)F)cc1)C(c1ccccc1)c1ccccc1,2.6,1%,2%,-2%,-5%,-11%,2%,7
CCCCN1CCS(=O)(=O)N(Cc2ccccc2Br)CC(C(=O)OC)C1 (stereo not drawn),-1.2,3%,-8%,-14%,-2%,-17%,-6%,1
O=C(Nc1ccccc1)/C(=C\c1ccc(F)cc1)NC(=O)c1ccco1,-2.3,-1%,-6%,0%,2%,-3%,-1%,1
Cc1ccc(Oc2nnc(-c3cccs3)c3ccccc23)cc1C,0.9,2%,1%,17%,-8%,4%,-7%,9
COC(=O)c1ccc(C2/C(=C(/O)c3ccc(OC)cc3)C(=O)C(=O)N2c2cc(C)on2)cc1 (stereo not drawn),-3.5,-9%,17%,2%,3%,1%,-11%,-1
COC(=O)C1CN(C(=O)C(C)Oc2cc(C)ccc2C(C)C)c2ccccc2O1 (stereo not drawn),1.2,-4%,?,-4%,-11%,-7%,9%,0
CC(C)(O)CN(C(=O)c1ccccc1)C1CCCCC1,1.8,.,0%,-5%,9%,1%,3%,-3
Cc1ccc(C(=O)c2sc3c(c2N)c(=O)[nH]c(=O)n3CCc2ccccc2)cc1,3.7,-7%,16%,-4%,1%,19%,-2%,-1
CNc1cnc(-c2ccc(O)c(OC)c2)cn1,-0.8,.,9%,-9%,-7%,1%,-11%,-6
O=C(NCc1ccccc1)Nc1cccn(Cc2ccc(Cl)cc2)c1=O,-0.7,3%,-6%,10%,8%,0%,-9%,-4

Reformatted: results already given.
SMILES: O=C(NCc1ccccc1)Nc1cccn(Cc2ccc(Cl)cc2)c1=O
  CCT chaperon mod: -0.7 | Mm-Cpn inhibitor: 3% | EPAC1 antagonist: -6% | EPAC1 ag: 10% | WRN inhibitor: 8% | EPAC2 antagonist: 0% | PLK1 PBD inh: -9% | PI5P4K alpha inh: -4
SMILES: CC(C)CCN1CCC(C)(NC(=O)c2ccccc2)C1=O (stereo not drawn)
  CCT chaperon mod: -4.9 | Mm-Cpn inhibitor: 2% | EPAC1 antagonist: -15% | EPAC1 ag: -18% | WRN inhibitor: 4% | EPAC2 antagonist: 19% | PLK1 PBD inh: -25% | PI5P4K alpha inh: -2

Later entries.
canonical_smiles,CCT chaperon mod,Mm-Cpn inhibitor,EPAC1 antagonist,EPAC1 ag,WRN inhibitor,EPAC2 antagonist,PLK1 PBD inh,PI5P4K alpha inh
O=C(/C=C/c1ccco1)N/C(=C\c1ccco1)C(=O)NCCc1nc2ccccc2[nH]1,-5.4,-1%,0%,-2%,-32%,0%,-6%,-12
COc1ccc(/C=N/NC(=O)CC(=O)NC2CCCCC2)cc1,-5.2,1%,?,14%,-25%,-4%,-5%,1
CSc1nc2nc3c(cc2c(=O)n1-c1ccccc1)COC(C)(C)C3,0.6,-1%,5%,2%,5%,10%,-20%,-6
COC(=O)/C=c1/s/c(=C(/C#N)C(=O)N2CCCCC2)n(-c2ccccc2)c1=O,-3.3,2%,2%,1%,-6%,-1%,-13%,-12
COCCn1c(CN2CCN(C(c3ccccc3)c3ccccc3)CC2)nc2c1c(=O)n(C)c(=O)n2C,0.9,1%,9%,8%,6%,-7%,-9%,1
CC1CCN(c2nc(-c3ccccc3)c(C#N)c(=O)[nH]2)CC1,-1.0,0%,-4%,-2%,-7%,0%,-14%,.
C=CCn1c(-c2ccccc2)n[nH]c1=S,-5.0,-5%,5%,-1%,1%,10%,8.4µM*,-29
COc1cccc(-c2cc(C(F)(F)F)nc(N3CCC(C)CC3)n2)c1,2.0,0%,-15%,11%,-5%,-25%,-2%,17
C[C@H](C(=O)O)c1cccc(C(=O)c2ccccc2)c1,1.6,0%,14%,11%,3%,6%,1%,-1
COc1ccc(S(=O)(=O)NCc2ccccn2)c(Cl)c1Cl,-1.3,1%,-14%,5%,-11%,-5%,-1%,8
Cc1nnc2c3ccccc3c(-c3ccccc3)nn12,-1.3,.,-5%,5%,-5%[57.1 µM],-5%,-1%,.
Cc1ccc(CNC(=O)COC(=O)c2ccc(Br)o2)cc1,0.1,0%,-27%,2%,9%,15%,-13%,0
CCNc1nc(NCC)n2c(SCC(=O)Nc3cc(OC)ccc3OC)nnc2n1,-3.9,1%,2%,-2%,11%,7%,-12%,1
COc1cccc(-c2nn(C)c3sc(C(=O)N4CCOCC4)cc23)c1,0.7,-1%,0%,7%,4%,-13%,-13%,0
Cc1c(C)n(CC(O)CSc2ccccc2)c2ccccc12 (stereo not drawn),0.1,.,-16%,-4%,12%,-24%,2.4µM*,28
CS(=O)c1ccc(-n2c(=O)n(Cc3ccccc3)c(=O)c3[nH]cnc32)cc1 (stereo not drawn),-0.5,-4%,-19%,4%,4%,-1%,2%,1
Cc1ccc(CN2CCC(CNC(=O)C3CCCN(c4ncnc5c4nc4n5CCCCC4)C3)CC2)cc1 (stereo not drawn),1.6,-1%,-20%,-17%,10%,-1%,1%,0
COc1ccc(C(=O)N/N=C(\C)CC(=O)N2CCN(C=O)CC2)cc1,1.0,0%,-7%,-7%,-18%,11%,-8%,3
CC(C)OC(=O)CSc1nc(-c2ccc(F)cc2)nc2ccc(F)cc12,-3.7,0%,2%,6%,3%,2%,-9%,-2
O=C(CCc1c[nH]c2ccccc12)NC1CC1,1.3,0%,9%,-6%,6%,3%,-17%,-8
Cc1cc2c(cc1S(=O)(=O)CCC(=O)NC1CCCCC1C)OCC(=O)N2 (stereo not drawn),0.0,-2%,-27%,-7%,10%,1%,-21%,8
COc1ccc(NC(=O)c2oc3ccccc3c2NC(=O)C2CC2)c(OC)c1,0.9,-6%,13%,7%,-2%,-11%,-26%,2
Cc1nc2ccccc2c(=O)n1/N=C/c1ccc(O)c(O)c1O,0.7,-4%,?,7%,3µM*,3%,11µM*,-86*
S=C(Nc1ccccc1)N1CCC(Cc2ccccc2)CC1,0.4,1%,-9%,16%,-13%,9%,-4%,1
CCCOc1ccc(C2C(C(=O)c3cc4ccccc4o3)=C(O)C(=O)N2c2cc(C)on2)cc1 (stereo not drawn),-0.4,-5%,7%,-6%,2%,5%,?,-17
CN(C)/C=C/C(=O)c1ccc(S(=O)c2ccccc2)cc1 (stereo not drawn),1.1,-2%,7%,-6%,-12%,-3%,3%,1
Cc1ccc(-c2nnc(N3CCN(C(=O)c4ccco4)CC3)c3ccccc23)cc1,-4.1,-1%,1%,4%,12%,-2%,-14%,-15
O=c1[nH]cccc1-c1nc2ccccc2n1Cc1ccccc1F,-0.2,-4%,3%,-6%,13%,1%,?,-12
CC(=O)/C(C#N)=C1\NC(=O)C(Cc2ccccc2C)S1 (stereo not drawn),0.8,1%,8%,-2%,-4%,-1%,-11%,-2
O=Cc1c(NCc2ccccc2)c2ccccc2[nH]c1=O,0.2,4%,-14%,-18%,15%,1%,2%,-4
CS(=O)(=O)N(CC(=O)NCCSCc1cccc(Cl)c1)c1ccccc1F,-1.4,-2%,0%,13%,-1%,-8%,-4%,0
CCc1cccc(NS(=O)(=O)c2ccc3c(c2)NC(=O)CC(=O)N3)c1,-8.0,-3%,-19%,-3%,-1%,5%,-6%,0
Cc1c(Cl)cccc1NC(=S)N(Cc1cccnc1)Cc1ccccc1Cl,0.1,1%,-17%,2%,-2%,-13%,-9%,1
O=C(COc1ccc([N+](=O)[O-])cc1Cl)NCCc1ccccc1,0.9,0%,-5%,-6%,0%,3%,1%,2
CCOC(=O)Nc1ccc2c(c1)nc(CN1CCN(C(C)=O)CC1)n2C,2.3,0%,14%,-4%,-3%,12%,1%,.
CCCCNC(=O)c1ccc2c(SCC(=O)O)c3c(nc2c1)CCCC3,1.2,-11%,17%,0%,-27%,2%,-11%,0
Cc1ccc(N2C(=S)NC3c4ccccc4OC2(C)C3C(=O)N(C)C)cc1 (stereo not drawn),-5.8,0%,9%,9%,3%,2%,-1%,1
C=CCC(NC(=O)c1ccc(C#N)cc1)C(=O)NCCC (stereo not drawn),-1.8,1%,-6%,-21%,10%,?,-15%,2
CSCCC(NC(=O)c1ccco1)C(=O)NCCc1ccc(Cl)cc1 (stereo not drawn),-5.2,3%,2%,12%,-23%,0%,-7%,9

Screening data (PubChem)

The list is partial; count on the stated rates, not on these rows.
